Screens: PubChem BioAssay, several laboratories
PABP1 MLLE inh: blocks PAM2 peptide binding to the PABP1 MLLE domain; inhibition, % at 20 µM; GST-MLLE / FITC-PAM2 fluorescence polarization; 360,000 compounds, 0.36% hits; P11940; in the data active = inhibition above about 35%, passing the limit was not always enough;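 note: plate controls were DMSO wells with GST-MLLE for no effect and wells lacking GST-MLLE protein for full effect; some results filed as inactive read as strong as hits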
Tb MetRS inh: Trypanosoma brucei MetRS inhibition; 360,000 compounds, 0.4% hits; inhibition, % at 11.9 µM; purified T. brucei MetRS, ATP depletion, Kinase-Glo luminescence;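 active = inhibition above a per-plate cutoff of the control wells' mean inhibition plus 3 SD, cut at about 5.5% in these data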;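 note: 0% = DMSO wells median and 100% = median of wells with control inhibitor compound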
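Material – parasite MetRS enzyme · Medium – HEPES-MgCl2-KCl buffer plus DTT, spermine, BSA, pyrophosphatase · Reagent – ATP, methionine and E. coli bulk tRNA substrates · Times – 15 min enzyme-compound preincubation, 2 h reaction, 10 min detection, 25 °C · Measured by – luminescence of leftover ATP · Evaluation – percent inhibition relative to median high and low control wells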
Neddyl block: cullin neddylation inhibition. 360,000 compounds, 0.58% hits. calls only at 25 µM. TR-FRET cullin neddylation, biochemical. P61081+Q13564; in the data active = inhibition above about 36%
FAS-TE inh: inhibitors of human fatty acid synthase thioesterase domain; 360,000 compounds, 0.67% hits; inhibition, % at 15 µM; AID 602261; recombinant FAS-TE, OMFH fluorogenic substrate, fluorescence endpoint;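 active = compounds whose normalised, plate-corrected inhibition of enzyme fluorescence in the single-dose primary screen is 50% or more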;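 note: 0% = DMSO with enzyme and 100% = substrate without enzyme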
CSN deneddyl inh: inhibitors of human CSN-mediated cullin deneddylation; Q92905; Purified CSN, SCF-Nedd8-OG deneddylation, fluorescence polarization; inhibition, % at 12.5 µM; 360,000 compounds, 0.38% hits;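 active = pattern-corrected inhibition above about 35%, with an unprinted fluorescence ratio check between 0.5 and 1.5, limit read from the data, passing the limit was not always enough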;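 note: 0% = enzyme with substrate and 100% = substrate without enzyme; some results filed as inactive read as strong as hits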
Target sequence (Q92905 whole entry, looked up, one chain of several): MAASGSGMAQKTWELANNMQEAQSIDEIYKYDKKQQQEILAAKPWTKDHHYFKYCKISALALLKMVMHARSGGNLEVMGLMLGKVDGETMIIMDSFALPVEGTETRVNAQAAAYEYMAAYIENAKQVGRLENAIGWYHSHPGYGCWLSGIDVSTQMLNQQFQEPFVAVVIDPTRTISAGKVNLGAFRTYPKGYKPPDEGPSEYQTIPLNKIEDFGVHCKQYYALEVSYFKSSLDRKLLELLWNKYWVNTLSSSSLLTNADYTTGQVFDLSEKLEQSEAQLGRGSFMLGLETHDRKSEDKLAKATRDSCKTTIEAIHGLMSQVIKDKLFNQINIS
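Assay system: purified human Csn5 enzyme expressed in HEK293T cells; measure: % inhibition; also added: SCFSkp2-Nedd8OG substrate at 10 nM final; technique: fluorescence polarization; times: reaction 90 min, room temperature; medium: Tris buffer pH 7.5, NaCl, DTT, Tween-20, trehalose, ovalbumin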
MsrA act: activators of bovine methionine sulfoxide reductase A; purified bovine MsrA, absorbance read-out; activation, % at 10.6 µM; 360,000 compounds, 0.3% hits; in the data active = activation above about 7.5%;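 note: 0% = vehicle and 100% = reference activator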
Rin1-Abl PPI inh: blocks binding of human Rin1 to Abl | TR-FRET Rin1/Abl binding, biochemical | inhibition, % at 7.35 µM | 360,000 compounds, 0.4% hits | AID 588664; in the data active = inhibition above about 5%, passing the limit was not always enough
MsrA inh: inhibits bovine methionine sulfoxide reductase A; purified bovine MsrA, absorbance read-out; inhibition, % at 15.5 µM; 360,000 compounds, 0.75% hits; AID 651718; in the data active = inhibition above about 4.5%;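 note: 0% = vehicle wells with enzyme and 100% = reference inhibitor wells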
E coli Lon inh: inhibits E. coli Lon protease. 360,000 compounds, 0.42% hits. purified E. coli Lon protease, fluorescence polarization. P0A9M0. inhibition, % at 7.94 µM; in the data active = inhibition above about 13%, passing the limit was not always enough;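 note: 0% = enzyme with probe and DMSO and 100% = no enzyme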
Target sequence (P0A9M0 whole entry, looked up): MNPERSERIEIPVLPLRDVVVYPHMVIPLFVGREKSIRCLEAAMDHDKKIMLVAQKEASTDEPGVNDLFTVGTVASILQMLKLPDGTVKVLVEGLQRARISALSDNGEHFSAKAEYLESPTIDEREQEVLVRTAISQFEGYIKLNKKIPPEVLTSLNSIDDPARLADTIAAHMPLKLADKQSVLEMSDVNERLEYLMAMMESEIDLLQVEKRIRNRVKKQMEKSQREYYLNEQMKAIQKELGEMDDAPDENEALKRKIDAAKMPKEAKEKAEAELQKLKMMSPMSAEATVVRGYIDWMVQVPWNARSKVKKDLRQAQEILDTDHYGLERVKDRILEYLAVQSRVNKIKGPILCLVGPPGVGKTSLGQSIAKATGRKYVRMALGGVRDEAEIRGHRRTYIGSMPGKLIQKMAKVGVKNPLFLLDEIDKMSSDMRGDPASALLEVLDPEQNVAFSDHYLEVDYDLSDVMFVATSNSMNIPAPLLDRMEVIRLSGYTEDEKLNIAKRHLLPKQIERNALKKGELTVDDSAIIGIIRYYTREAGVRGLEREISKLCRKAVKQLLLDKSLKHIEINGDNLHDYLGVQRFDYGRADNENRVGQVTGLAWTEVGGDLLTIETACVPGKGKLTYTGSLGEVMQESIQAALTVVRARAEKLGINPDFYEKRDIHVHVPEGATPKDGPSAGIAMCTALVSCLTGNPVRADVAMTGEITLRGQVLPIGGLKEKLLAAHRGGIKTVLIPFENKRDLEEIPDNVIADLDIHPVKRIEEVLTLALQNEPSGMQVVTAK
An asterisk follows results filed as active.

Nc1cc(C(=O)c2ccccc2)ccc1[N+](=O)[O-] was read as PABP1 MLLE inh -7, Tb MetRS inh -0.1, Neddyl block inactive, FAS-TE inh 2, CSN deneddyl inh -5, MsrA act 4, Rin1-Abl PPI inh -3, MsrA inh 1.2 and E coli Lon inh -3.
COc1cc(OC)c(C(=S)N2CCCC2)cc1OC was read as PABP1 MLLE inh 37, Tb MetRS inh -0.4, Neddyl block inactive, FAS-TE inh -5, CSN deneddyl inh -3, MsrA act -3, Rin1-Abl PPI inh -1, MsrA inh -0.5 and E coli Lon inh -5.
`OCCNCCCCOc1ccccc1F` gave PABP1 MLLE inh 6, Tb MetRS inh 0.0, Neddyl block inactive, FAS-TE inh -1, CSN deneddyl inh -1, MsrA act -1, Rin1-Abl PPI inh -1, MsrA inh -0.8 and E coli Lon inh -2.
`Cc1cccc(CC(=O)Nc2c3c(nn2-c2cccc(Cl)c2)CS(=O)C3)c1` (centres undefined) gave PABP1 MLLE inh 12, Tb MetRS inh 0.1, Neddyl block inactive, FAS-TE inh -4, CSN deneddyl inh -16, MsrA act 1, Rin1-Abl PPI inh -2, MsrA inh 0.1 and E coli Lon inh -4.
O=C(COC(=O)CCc1c[nH]c2ccccc12)NC1CCS(=O)(=O)C1 (centres undefined) was read as PABP1 MLLE inh 2, Tb MetRS inh 0.5, Neddyl block inactive, FAS-TE inh 0, CSN deneddyl inh -2, MsrA act -3, Rin1-Abl PPI inh 1, MsrA inh 0.4 and E coli Lon inh 1.
For O=C(C[C@@H]1CC[C@@H]2[C@H](COC[C@H](O)CN2Cc2cccc(C(F)(F)F)c2)O1)NCc1ccc(Cl)cc1 the results were Tb MetRS inh -0.4, Neddyl block inactive, CSN deneddyl inh -5 and MsrA inh -1.3.
For C=CCn1c(O)c(N=NC(=O)CNC(=O)c2ccncc2)c2ccccc21 the results were PABP1 MLLE inh 8, Tb MetRS inh -0.3, Neddyl block inactive, FAS-TE inh -4, CSN deneddyl inh -11, MsrA act -7, Rin1-Abl PPI inh -7, MsrA inh 1.7 and E coli Lon inh 5.
Cc1ccc(OCC(=O)OCC(=O)NC2CC2)cc1C was read as PABP1 MLLE inh 5, Tb MetRS inh 0.0, Neddyl block inactive, FAS-TE inh -9, CSN deneddyl inh 2, MsrA act -2, Rin1-Abl PPI inh 4, MsrA inh -0.6 and E coli Lon inh -4.
Screening COc1ccccc1N1CCN(C(=O)c2ccc(Cl)c(S(=O)(=O)NCc3ccco3)c2)CC1 returned PABP1 MLLE inh -8, Tb MetRS inh -0.9, Neddyl block inactive, FAS-TE inh -4, CSN deneddyl inh 0, MsrA act -11, Rin1-Abl PPI inh -2, MsrA inh -2.3 and E coli Lon inh -5.
O=c1[nH]c(N2CCN(c3ccccc3)CC2)nc2c1CCCC2 was read as PABP1 MLLE inh 3, Tb MetRS inh -0.3, Neddyl block inactive, FAS-TE inh -8, CSN deneddyl inh -3, MsrA act 1, Rin1-Abl PPI inh -2, MsrA inh 0.8 and E coli Lon inh 6.
Screening O=C(CSc1nnc(NC(=O)C2CC2)s1)Nc1cccc(F)c1 returned PABP1 MLLE inh -6, Tb MetRS inh -0.7, Neddyl block inactive, FAS-TE inh 0, CSN deneddyl inh 5, MsrA act -7, Rin1-Abl PPI inh 0, MsrA inh -0.5 and E coli Lon inh 1.
Screening CCc1nc2ccc(C(=O)N3CCN(C(=O)c4ccco4)CC3)cn2c1N(CC)Cc1cccc(Br)c1 returned PABP1 MLLE inh 14, Tb MetRS inh 0.1, Neddyl block inactive, FAS-TE inh 1, CSN deneddyl inh -3, MsrA act 0, Rin1-Abl PPI inh -2, MsrA inh -0.7 and E coli Lon inh 3.
Screening O=C(Cc1ccc(Cl)c(Cl)c1)Nc1cccc(S(=O)(=O)N2CCOCC2)c1 returned PABP1 MLLE inh 7, Tb MetRS inh 59*, Neddyl block inactive, FAS-TE inh 37, CSN deneddyl inh 7, MsrA act -6, Rin1-Abl PPI inh -2, MsrA inh 0.8 and E coli Lon inh 0.
Cc1ccc(C(=O)NC(NCc2ccco2)C(Cl)(Cl)Cl)cc1 (centres undefined) was read as PABP1 MLLE inh -9, Tb MetRS inh -0.4, Neddyl block inactive, FAS-TE inh -8, CSN deneddyl inh 3, MsrA act -7, Rin1-Abl PPI inh -4, MsrA inh -0.4 and E coli Lon inh 3.
For Cc1cnn(C(=O)c2cc(-c3ccccc3)nc3ccccc23)c1 the results were PABP1 MLLE inh 5, Tb MetRS inh 0.2, Neddyl block inactive, FAS-TE inh 22, CSN deneddyl inh -5, MsrA act -2, Rin1-Abl PPI inh -1, MsrA inh 2.1 and E coli Lon inh -1.
For N#C/C(=C\c1cc(Br)ccc1F)C(=O)NC1CC1 the results were PABP1 MLLE inh 29, Tb MetRS inh 0.0, Neddyl block inactive, FAS-TE inh 44, CSN deneddyl inh -2, MsrA act 2, Rin1-Abl PPI inh 4, MsrA inh -1.1 and E coli Lon inh 0.
O=C(N/N=C/c1ccc(-c2ccc(S(=O)(=O)Nc3ncccn3)cc2)o1)c1cc2ccccc2cc1O was read as PABP1 MLLE inh -6, Tb MetRS inh 6.8*, Neddyl block inactive, FAS-TE inh 6, CSN deneddyl inh 32, MsrA act -4, Rin1-Abl PPI inh 0, MsrA inh 4.0 and E coli Lon inh 26*.
CCCCCCn1cc(CN2CC(N(C)CC)CS2(=O)=O)nn1 (centres undefined) was read as Tb MetRS inh 0.1, Neddyl block inactive, FAS-TE inh -12, CSN deneddyl inh -6, MsrA act -4, MsrA inh -0.6 and E coli Lon inh 0.
For CC1CCCC(C)N1C(=O)CSc1nc2ccccc2c(=O)[nH]1 (centres undefined) the results were PABP1 MLLE inh 19, Tb MetRS inh -0.2, Neddyl block inactive, FAS-TE inh -3, CSN deneddyl inh -2, MsrA act -2, Rin1-Abl PPI inh 3, MsrA inh 0.4 and E coli Lon inh 9.
Screening CCN1CCc2c(sc(NC(=S)NC(=O)c3ccc(Cl)cc3)c2C(N)=O)C1 returned PABP1 MLLE inh -52, Tb MetRS inh -1.3, FAS-TE inh -16, CSN deneddyl inh 28, MsrA act -14, Rin1-Abl PPI inh 0, MsrA inh -0.4 and E coli Lon inh -349.
`CC(c1ccccc1)C1CC(=O)N(c2ccc(C(=O)O)cc2)C1=O` (centres undefined) gave PABP1 MLLE inh 4, Tb MetRS inh -0.8, Neddyl block inactive, FAS-TE inh -6, CSN deneddyl inh 5, MsrA act 1, Rin1-Abl PPI inh -4, MsrA inh 1.4 and E coli Lon inh -6.
`CC(C)C(=O)Nc1ccc2nn(-c3ccccc3)nc2c1` gave PABP1 MLLE inh 11, Tb MetRS inh -0.7, FAS-TE inh 8, CSN deneddyl inh -2, MsrA act -17, Rin1-Abl PPI inh 4, MsrA inh 1.5 and E coli Lon inh 1.
`N#CCSc1nc2c(sc(=S)n2Cc2ccco2)c(=O)n1-c1ccc(F)cc1` gave PABP1 MLLE inh 22, Tb MetRS inh 0.3, Neddyl block inactive, FAS-TE inh 58*, CSN deneddyl inh 5, MsrA act -3, Rin1-Abl PPI inh 2, MsrA inh 1.4 and E coli Lon inh -2.
`O=C1c2ccccc2C(=O)N1C1C(=O)N2CCSC12C(=O)OCc1ccccc1` (centres undefined) gave PABP1 MLLE inh 1, Tb MetRS inh -0.5, Neddyl block inactive, FAS-TE inh 2, CSN deneddyl inh 1, MsrA act -8, Rin1-Abl PPI inh -1, MsrA inh 1.1 and E coli Lon inh -4.
COCCn1c(C(C)C)nc2ccccc21 was read as PABP1 MLLE inh -1, Tb MetRS inh -0.1, Neddyl block inactive, FAS-TE inh -7, CSN deneddyl inh -3, MsrA act -1, Rin1-Abl PPI inh 1, MsrA inh -0.5 and E coli Lon inh 6.
`CC(=O)Nc1cccc(NC(=O)CSc2n[nH]c(-c3ccccc3)n2)c1` gave PABP1 MLLE inh -8, Tb MetRS inh -0.3, Neddyl block inactive, FAS-TE inh -6, CSN deneddyl inh 0, MsrA act -2, Rin1-Abl PPI inh 2, MsrA inh -0.7 and E coli Lon inh -3.
For Cc1ccc2cccnc2c1NC(=S)NC(=O)c1ccccc1 the results were PABP1 MLLE inh 20, Tb MetRS inh 0.1, Neddyl block inactive, FAS-TE inh -2, CSN deneddyl inh 4, MsrA act 0, Rin1-Abl PPI inh -6, MsrA inh -0.7 and E coli Lon inh 19*.
For Cc1ccc(CCC(=O)Nc2ncc(Cc3cccc(Cl)c3Cl)s2)o1 the results were PABP1 MLLE inh -4, Tb MetRS inh 0.4, Neddyl block inactive, FAS-TE inh -3, CSN deneddyl inh -11, MsrA act 3, Rin1-Abl PPI inh -1, MsrA inh -0.6 and E coli Lon inh 0.
`CN(Cc1ccccc1)c1ccc(N2C(=O)CCC2=O)cc1[N+](=O)[O-]` gave PABP1 MLLE inh 12, Tb MetRS inh -0.6, Neddyl block inactive, FAS-TE inh 0, CSN deneddyl inh -1, MsrA act -2, Rin1-Abl PPI inh -6, MsrA inh 1.4 and E coli Lon inh -6.
For CCOc1cc(/C=N/Nc2nc(C)cc(=O)[nH]2)ccc1O the results were PABP1 MLLE inh -15, Tb MetRS inh 0.1, Neddyl block inactive, FAS-TE inh -5, CSN deneddyl inh -2, MsrA act -2, Rin1-Abl PPI inh -2, MsrA inh 1.6 and E coli Lon inh 11.
CCC(C(=O)OCC(=O)Nc1ccc(C(=O)Nc2ccc(OC)cc2)cc1)c1ccccc1 (centres undefined) was read as PABP1 MLLE inh -19, Tb MetRS inh -0.4, Neddyl block inactive, FAS-TE inh 10, CSN deneddyl inh -2, MsrA act 1, Rin1-Abl PPI inh 0, MsrA inh -0.4 and E coli Lon inh -2.
c1ccc(COc2ncnc3c2ncn3CCCNCc2ccccn2)cc1 was read as PABP1 MLLE inh -2, Tb MetRS inh 0.4, Neddyl block inactive, FAS-TE inh -10, CSN deneddyl inh 4, MsrA act -7, Rin1-Abl PPI inh -4, MsrA inh -0.6 and E coli Lon inh 1.
Screening CCCCN(CC)C(=O)Cn1cnc2ccc(S(=O)(=O)N3CCC(C)CC3)cc2c1=O returned PABP1 MLLE inh 3, Tb MetRS inh 0.6, Neddyl block inactive, FAS-TE inh 1, CSN deneddyl inh -1, MsrA act -3, Rin1-Abl PPI inh 2, MsrA inh -0.7 and E coli Lon inh -11.
CCN(Cc1ccccc1)C(=O)c1ccccc1C was read as PABP1 MLLE inh -4, Tb MetRS inh 0.5, Neddyl block inactive, FAS-TE inh -4, CSN deneddyl inh -8, MsrA act -2, Rin1-Abl PPI inh -2, MsrA inh -0.1 and E coli Lon inh 1.
`O=C(CNC(=O)c1ccc(Cl)cc1Cl)OCc1ccccc1` gave PABP1 MLLE inh 8, Tb MetRS inh 0.1, Neddyl block inactive, FAS-TE inh 3, CSN deneddyl inh -3, MsrA act -1, Rin1-Abl PPI inh 3, MsrA inh 0.6 and E coli Lon inh -6.
OCCC1CN(Cc2cccc3c2OCO3)CCN1C1CCCC1 (centres undefined) was read as PABP1 MLLE inh 0, Tb MetRS inh -0.3, Neddyl block inactive, FAS-TE inh -8, CSN deneddyl inh -2, MsrA act -2, Rin1-Abl PPI inh 2, MsrA inh 0.1 and E coli Lon inh 4.
`CCCc1cc(C(=O)Nc2ccc(C(C)=O)cc2)no1` gave PABP1 MLLE inh -9, Tb MetRS inh -0.2, Neddyl block inactive, FAS-TE inh 0, CSN deneddyl inh 5, MsrA act -1, Rin1-Abl PPI inh 0, MsrA inh 0.6 and E coli Lon inh -2.
